PI4K2A block – qHTS for small molecular inhibitors of PI4K2A; Phosphatidylinositol 4-kinase type 2-alpha (Homo sapiens), Q9BTU6; purified PI4K2A, ADP-Glo luminescence, 1 h; stronger effect = lower value; activity change, negative = inhibition, % at 76.9 µM; actives 0.13% (n = 420,000); in the data active means activity change below about -50%; inconclusive means mostly about -30% to -49%;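 further: -100% = wells without enzyme as full effect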
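In this quantitative HTS, ADP production by PI4K2A was quantified luminescently after 1 h at ambient temperature; 100 microM adenosine served as plate-quality control.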
USP1-UAF1 inh – Inhibitors of USP1/UAF1: Primary Screen; Ubiquitin carboxyl-terminal hydrolase 1 (Homo sapiens), O94782; recombinant USP1/UAF1, Ub-Rhodamine cleavage fluorescence; actives 0.23% (n = 390,000); Potency, µM (highest dose often 57.1 µM), inactives show at the top dose activity change, negative = inhibition, actives largely listed as inhibitors; further: potency means the concentration at half of the fitted maximal effect; on the % scale 0 is the no-effect control and ±100 the full control effect; nearly all actives have a fitted effect of over 60% in size; inactives centre near -12
Target sequence (O94782 whole entry, looked up): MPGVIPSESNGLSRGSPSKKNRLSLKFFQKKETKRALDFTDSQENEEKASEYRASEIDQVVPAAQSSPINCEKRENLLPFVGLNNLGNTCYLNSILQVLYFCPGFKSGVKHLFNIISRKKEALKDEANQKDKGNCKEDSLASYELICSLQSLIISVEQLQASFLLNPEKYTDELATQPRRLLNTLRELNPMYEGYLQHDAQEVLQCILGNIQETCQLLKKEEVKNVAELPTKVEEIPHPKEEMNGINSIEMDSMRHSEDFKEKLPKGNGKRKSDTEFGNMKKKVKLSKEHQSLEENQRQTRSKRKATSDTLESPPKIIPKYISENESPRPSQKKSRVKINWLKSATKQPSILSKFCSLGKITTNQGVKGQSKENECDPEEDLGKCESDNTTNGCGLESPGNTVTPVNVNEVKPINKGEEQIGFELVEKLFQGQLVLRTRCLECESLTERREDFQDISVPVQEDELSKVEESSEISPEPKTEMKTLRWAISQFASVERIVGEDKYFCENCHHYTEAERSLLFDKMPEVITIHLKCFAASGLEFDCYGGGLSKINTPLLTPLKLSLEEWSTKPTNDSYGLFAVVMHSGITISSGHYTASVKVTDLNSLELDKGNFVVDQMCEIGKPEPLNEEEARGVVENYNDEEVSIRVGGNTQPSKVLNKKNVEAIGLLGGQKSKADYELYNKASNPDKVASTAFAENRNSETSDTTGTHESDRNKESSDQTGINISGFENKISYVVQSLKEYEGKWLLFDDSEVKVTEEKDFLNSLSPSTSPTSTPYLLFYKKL
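Step one: compound is pinned into 1nM USP1/UAF1 in HEPES pH 7.8 buffer with TCEP. Step two: 15 min room-temperature incubation. Step three: Ub-Rho (150nM final) starts cleavage, tracked by fluorescence over six one-minute reads.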
Vif-A3F inh – qHTS for Inhibitors of Vif-A3F Interactions: qHTS. HeLa A3F-eYFP + Vif (tagged APOBEC3F with the HIV-1 protein that degrades it), YFP fluorescence increase. Potency, µM (series often up to 46.1 µM), for inactives: at the top dose activity, negative = active. actives 0.2% (n = 390,000). AID 602313, 2012; further: potency means the concentration at half of the fitted maximal effect; % of control where 0% means no effect; nearly all actives have a fitted effect of over 65% in size
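HeLa cells stably expressing Vif plus C-terminally eYFP-tagged A3F were seeded, incubated overnight at 37 deg C, dosed with compound, incubated overnight again at 37 deg C. Yellow fluorescence (Ex 488/Em 500-530) reported blocked Vif-mediated A3F-eYFP degradation.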
Vif-APOBEC3G blk – qHTS for Inhibitors of Vif-A3G Interactions: qHTS | actives 0.076% (n = 410,000) | DNA dC->dU-editing enzyme APOBEC-3G (Homo sapiens), Q9HC16 | Potency, µM (top dose mostly 46.1 µM), without a hit: at the highest dose activity, negative = active, most hits filed as inhibitors | HeLa A3G-eYFP + Vif (tagged APOBEC3G with the HIV-1 protein that degrades it), YFP fluorescence, overnight;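 further: potency means the concentration at half of the fitted maximal effect; on the % scale 0 is the no-effect control and ±100 the full control effect; nearly all actives have a fitted effect of over 60% in size; hits raise eYFP signal because A3G escapes Vif-driven loss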
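Read-out is eYFP fluorescence (Ex 488/Em 500-530) from Vif-expressing HeLa A3G-eYFP cells; more signal means A3G escaped Vif-mediated degradation. Cells plated overnight, compound pinned in, incubated overnight at 37 deg C.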
TrxR1 substrate – qHTS Assay for Substrates of Mammalian Selenoprotein Thioredoxin Reductase 1 (TrxR1): qHTS; Thioredoxin reductase 1, cytoplasmic (Rattus norvegicus), O89049; purified TrxR1 substrate turnover, NADPH consumption readout; Potency, µM (titrated, usually from 114 µM), without a hit: at the highest dose activity change, negative = substrate turnover; actives 0.01% (n = 390,000); further: potency means the concentration at half of the fitted maximal effect; on the % scale 0 is the no-effect control and ±100 the full control effect; nearly all actives have a fitted effect of over 50% in size
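Rat TrxR1, dispensed at 90 nM, was prereduced with 400 uM NADPH (final) for 5 min at ~22 deg C, then incubated with compound 15 min before 400 uM selenite. A first-read NADPH fluorescence drop versus no-compound background flagged substrates.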
GRP78 ERSR act – qHTS for Inducers of the Endoplasmic Reticulum Stress Response (ERSR) in Human Glioma: qHTS. actives 0.02% (n = 420,000). AID 602332, 2012. Potency, µM, for the others: at the highest dose activation, actives largely listed as activators. U87-MG GRP78 promoter luciferase reporter, 16 h; further: potency means the concentration at half of the fitted maximal effect; series mostly up to about 76 µM; % of control where 0% means no effect; nearly all actives have a fitted effect of over 35% in size
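ERSR induction read as luciferase luminescence (Bright-Glo, 10 min at room temperature) in stably transfected human U87-MG glioma cells exposed to compounds for 16 h, using GRP78 as sensor.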
RXFP1 ag – qHTS Assay for Agonists of the Relaxin Receptor RXFP1; Relaxin receptor 1 (Homo sapiens), Q9HBX9; HEK293T-RXFP1 cAMP TR-FRET, 30 min; response scale: percent of porcine relaxin response, buffer zero; Potency, µM (top dose mostly 57.5 µM), without a hit: top-dose activation, usual class: activators; actives 0.3% (n = 370,000); AID 2676, 2010; further: potency means the concentration at half of the fitted maximal effect; on the % scale 0 is the no-effect control and ±100 the full control effect; nearly all actives have a fitted effect of over 60% in size; many of its hits are not listed in these tables
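Agonist response is measured as cAMP accumulation in an RXFP1-transfected HEK293T line under PDE4 inhibition. Values are scaled between buffer-only and 29 nM porcine relaxin, and EC50s come from standard Hill equation fits.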
mIDH1 inhibitor – qHTS for Inhibitors of mutant isocitrate dehydrogenase 1 (IDH1): qHTS; Isocitrate dehydrogenase [NADP] cytoplasmic (Homo sapiens), O75874; IDH1-R132H enzyme, NADPH consumption, diaphorase/resazurin fluorescence; Potency, µM (series often up to 76.6 µM), for inactives: at the highest dose activity change, negative = inhibition, actives largely listed as inhibitors; actives 0.093% (n = 390,000); AID 602179, 2012; further: potency means the concentration at half of the fitted maximal effect; on the % scale 0 is the no-effect control and ±100 the full control effect; nearly all actives have a fitted effect of over 65% in size
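IDH1-R132H (0.5 ug/mL dispensed) in pH 7.5 Tris buffer was preincubated 30 min with compound, then given a substrate mix of 0.016 mM NADPH and 2 mM alpha-KG for 80 min at room temperature; remaining NADPH was read by diaphorase/resazurin fluorescence.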
LDHA block – qHTS assay for inhibitors of human lactate dehydrogenase. purified LDHA, NADH/diaphorase-resazurin fluorescence; stronger effect = lower value. activity change, % (values are at about 110 or 230 µM). actives 0.15% (n = 480,000); in the data active means activity change below about -30%; inconclusive means mostly about -25% to -30%;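 further: plate controls were DMSO wells for no effect and wells without enzyme for full effect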
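Resorufin fluorescence (ex540/em590), read at 0 and 20 min after diaphorase/resazurin addition, reports the NADH left after a 5 min room-temperature reaction of 2 nM human LDH5 with 0.06 mM NADH and 0.2 mM pyruvate.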
Numbers without * were called inactive; ? = inconclusive; . = no result given; & = joins results of further samples; [ ] = remark or other dose. Unless noted, the call rests on the fitted dose curve; in most records, active means well fitted curve in the direction sought with a large enough effect; inconclusive means small, poorly fitted or top-dose-only effect, or another doubt; inactive means no such curve, though single readings can be large; an effect the other way counts as inactive or inconclusive. This is a subset. The share of hits here may be higher or lower than overall.

structure	mIDH1 inhibitor	USP1-UAF1 inh	PI4K2A block	GRP78 ERSR act	RXFP1 ag	Vif-A3F inh	TrxR1 substrate	LDHA block	Vif-APOBEC3G blk
CCN(Cc1nc2ccccc2c(=O)[nH]1)C(=O)c1cc(C2CC2)nn1-c1ccccc1	8%	-23%	5	-1%	-2.7%	4%	3%	-2	-4%
O=C(O)C1CC=CCC1C(=O)NNc1c(Cl)cc(Cl)cc1Cl (configuration not stated)	-1%	-6%	1	-2%	3.7%	1%	4%	-3	0%
Cc1ccc(F)cc1NC(=O)CCc1c(C)[nH]c(=O)c(C#N)c1C	-1%	-1%	0	0%	-0.9%	?	1%	2	-1%
CCc1ccc(S(=O)(=O)Nc2ccc(O)c3ccccc23)cc1	3%	-12%	-24	11%	1.3%	-5%	-3%[57.1 µM]	1	-20%
O=C(Nc1ccc(NC(=O)C2CC2)nc1)c1cccc(F)c1	-6%	-14%	7	2%	0.2%	-5%	-12%	-1	1%
Cc1cccc(C(=O)Nc2ccc(C(=O)OCc3cc(=O)n4c5c(sc4n3)CCCC5)cc2)c1	-1%	-21%	-3	?	14%	-15%	-4%[57.1 µM]	-9	4%
O=C(Nc1ccccc1)N1CCc2scc[n+]2-c2ccccc21	-2%	-18%	-8	-4%	0.3%	7%	7%[57.1 µM]	-3	0%
CCOCCCN(C(=O)CNC(=O)c1ccco1)C(C(=O)NC1CCCC1)c1cccc(OC)c1 (configuration not stated)	-7%	-16%	-5	-1%	-0.3%	-1%	4%[57.1 µM]	1	-2%
CCOC(=O)NC(=O)c1cn(CCNCCO)c(=O)[nH]c1=O	0%	-12%	4	-2%	2.0%	-1%	3%[57.1 µM]	-3	4%
Cc1cc(C)c(NS(=O)(=O)c2ccccc2)c(C)c1NS(=O)(=O)c1ccccc1	7%	?	5	-3%	.	1%	7%[57.1 µM]	-7	-10%
COc1ccccc1N1C(=O)C2CC=CC(C)C2C1=O (configuration not stated)	1%	0%	3	-4%	1.3%	2%	-12%	-4	-4%
Cc1cc(NC(=O)c2cc(S(=O)(=O)N3CCCCC3)ccc2C)n(-c2ccccn2)n1	1%	-2%	3	-4%	3.5%	0%	5%[57.1 µM]	-3	-2%
CCC1(CC)C(=O)C(C)(C)C(=O)OC1c1cccs1 (configuration not stated)	5%	-18%	3	-3%	0.7%	-7%	11%[57.1 µM]	-4	1%
CC(NC(=O)C1CCC1)c1ccc2c(c1)OCO2 (configuration not stated)	1%	-2%	-3	-3%	0.3%	1%	5%	-2	1%
c1nc(NCC2(N3CCOCC3)CCCCC2)c2ccsc2n1	2%	-9%	0	-6%	2.8%	-1%	4%[57.1 µM]	-2	2%
O=C(NCc1ccccc1F)C1CCN(c2nn3cc(-c4ccc(F)cc4)nc3s2)CC1	0%	-5%	1	-1%	3.6%	-13%	-6%	-2	6%
COc1ccc(CCNC(=O)Nc2nc(C(N)CCc3ccccc3)cs2)cc1OC (configuration not stated)	.	.	1	-4%	.	.	.	-8	-2%
Cc1ccccc1N1C(=O)CC(Nc2ccc3c(c2)OCO3)C1=O (configuration not stated)	14%	-15%	6	-1%	-1.6%	0%	2%	0	6%
O=C(c1ccc([N+](=O)[O-])cc1)N(Cc1ccc(Br)cc1)N1C(=O)CCCC1=O	5%	-15%	-6	-4%	-0.4%	-4%	4%	0	3%
COc1cc(C2C(C(=O)Nc3ccc(C)cc3C)=C(C)Nc3nc(SCc4ccccc4)nn32)cc(OC)c1OC (configuration not stated)	-16%	-4%	-3	-6%	-0.9%	-17%	-8%	-12	-4%
Cc1cccc(C(=O)N(c2ccccn2)C(C)c2ccco2)c1 (configuration not stated)	-6%	-5%	1	-5%	1.6%	5%	7%[57.1 µM]	-8	2%
Cc1csc(NC(=O)CS(=O)(=O)c2ccccc2)n1	1%	-13%	-10	-1%	-0.3%	2%	1%	-1	4%
CC(CN1CCN(C)CC1)OC(=O)c1cccc(Cl)c1 (configuration not stated)	0%	-16%	0	-5%	-3.1%	1%	4%	-6	1%
O=c1c2ccccc2nnn1CSc1nnc(C2COc3ccccc3O2)n1-c1ccccc1 (configuration not stated)	0%	-18%	4	-7%	0.4%	.	-4%	-3	-2%
O=C(CN1C(=O)NC2(CCCc3ccccc32)C1=O)c1ccc(Br)cc1 (configuration not stated)	-15%	-8%	4	-3%	-1.2%	-9%	-1%	-6	0%

Already shown: an excerpt of the list.
structure	mIDH1 inhibitor	USP1-UAF1 inh	PI4K2A block	GRP78 ERSR act	RXFP1 ag	Vif-A3F inh	TrxR1 substrate	LDHA block	Vif-APOBEC3G blk
Cc1ccccc1N1C(=O)CC(Nc2ccc3c(c2)OCO3)C1=O (configuration not stated)	14%	-15%	6	-1%	-1.6%	0%	2%	0	6%
O=C(c1ccc([N+](=O)[O-])cc1)N(Cc1ccc(Br)cc1)N1C(=O)CCCC1=O	5%	-15%	-6	-4%	-0.4%	-4%	4%	0	3%
COc1cc(C2C(C(=O)Nc3ccc(C)cc3C)=C(C)Nc3nc(SCc4ccccc4)nn32)cc(OC)c1OC (configuration not stated)	-16%	-4%	-3	-6%	-0.9%	-17%	-8%	-12	-4%
Cc1cccc(C(=O)N(c2ccccn2)C(C)c2ccco2)c1 (configuration not stated)	-6%	-5%	1	-5%	1.6%	5%	7%[57.1 µM]	-8	2%
Cc1csc(NC(=O)CS(=O)(=O)c2ccccc2)n1	1%	-13%	-10	-1%	-0.3%	2%	1%	-1	4%
CC(CN1CCN(C)CC1)OC(=O)c1cccc(Cl)c1 (configuration not stated)	0%	-16%	0	-5%	-3.1%	1%	4%	-6	1%
O=c1c2ccccc2nnn1CSc1nnc(C2COc3ccccc3O2)n1-c1ccccc1 (configuration not stated)	0%	-18%	4	-7%	0.4%	.	-4%	-3	-2%
O=C(CN1C(=O)NC2(CCCc3ccccc32)C1=O)c1ccc(Br)cc1 (configuration not stated)	-15%	-8%	4	-3%	-1.2%	-9%	-1%	-6	0%

(listing goes on)
structure	mIDH1 inhibitor	USP1-UAF1 inh	PI4K2A block	GRP78 ERSR act	RXFP1 ag	Vif-A3F inh	TrxR1 substrate	LDHA block	Vif-APOBEC3G blk
CCCc1cc(=O)oc2cc3occ(C)c3cc12	4%	-1%	5	-1%	1.5%	-1%	13%	1	-6%
COc1ccc(C2=NOC(Cn3nc(-c4ccccc4)cc3C(=O)O)C2)cc1 (configuration not stated)	-8%	-12%	-2	-1%	-0.4%	7%	1%	-10	1%
c1cnc(N2CCSCC2)nc1	-4%	-1%	4	-2%	-1.7%	-1%	3%	-3	0%
CN(CC(=O)Nc1c(Cl)cccc1Cl)C(=O)CNC(=O)c1ccco1	-2%	-1%	0	1%	0.4%	5%	-1%	-8&-4	-1%
O=C(COc1ccc(F)cc1)Nc1cccc(OCc2cc(=O)n3ccccc3n2)c1	10%	-26%	1	-2%	11%	2%	2%[57.1 µM]	-5	2%
CCC(C)N1CCN(S(=O)(=O)Cc2ccccc2)CC1 (configuration not stated)	0%	-17%	-7	-1%	-1.2%	1%	1%	1	3%
Cn1c(C(C(=O)NCC2CCCO2)N(CCc2ccccc2)C(=O)Cn2nnc3ccccc32)nc2ccccc21 (configuration not stated)	4%	-8%	4	-6%	0.4%	3%	2%	-6	-1%
COc1ccc(NS(=O)(=O)c2cccc(C(=O)NNC(=O)c3cc(C)oc3C)c2)cc1	3%	-19%	1	-3%	0.0%	-5%	-2%[11.4 µM]	-2	-2%
CCOC(=O)CSc1nc2cc(C(=O)N3CCCC3)ccc2c(=O)n1Cc1ccccc1	0%	-16%	5	1%	-0.1%	1%	-6%	-7	-4%
COc1cccc(/C=C2\SC(=S)N(CCCC(=O)Nc3ccc(C(=O)O)cc3)C2=O)c1	-12%	-23%	-2	7%	1.1%	-2%	-4%	1	1%
CC(=O)C[C@H](O)CC(=O)[C@H]1OC(=O)CCCCCCc2ccccc21	-6%	-18%	-2	-3%	.	10%	0%	1	3%
Cc1ccc(NC2=CC(=O)CCC2)cc1C	6%	-18%	2	-2%	-0.4%	-3%	1%	-2	0%
CC(=O)Nc1ccc(-c2noc(-c3csc([C@@H]4C[C@H](O)[C@@H](CO)O4)n3)n2)cc1	.	.	4	1%	.	.	.	-4	2%

Screening results from PubChem BioAssay.
